NPSR antagonist – blocks cAMP signaling of the human neuropeptide S receptor; Q6W5P4; CHO-NPSR cells, cAMP TR-FRET, antagonist mode; actives 1% (n = 220,000); Potency, µM (top dose mostly 38.3 µM), for the others: at the highest dose activity change, negative = inhibition, usual class: inhibitors; also: potency is read from the fitted curve at half-maximal effect; % is scaled to controls: 0 for no effect and ±100 for the full control effect; nearly all actives have a fitted effect of over 50% in size; many of its hits are not listed in these tables
aGal spleen mod – inhibits or activates alpha-galactosidase in human spleen homogenate; P06280; human spleen homogenate, 4MU-alpha-Gal fluorescence, 40 min; Potency, µM (doses to about 80 µM), for inactives: at the highest dose activity change, negative = inhibition, hits mostly inhibitors; actives 0.008% (n = 240,000); AID 2107;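 also: potency is read from the fitted curve at half-maximal effect; 0% = enzyme with vehicle and -100% = no enzyme basal signal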
Target sequence (P06280 32-429 limits assumed): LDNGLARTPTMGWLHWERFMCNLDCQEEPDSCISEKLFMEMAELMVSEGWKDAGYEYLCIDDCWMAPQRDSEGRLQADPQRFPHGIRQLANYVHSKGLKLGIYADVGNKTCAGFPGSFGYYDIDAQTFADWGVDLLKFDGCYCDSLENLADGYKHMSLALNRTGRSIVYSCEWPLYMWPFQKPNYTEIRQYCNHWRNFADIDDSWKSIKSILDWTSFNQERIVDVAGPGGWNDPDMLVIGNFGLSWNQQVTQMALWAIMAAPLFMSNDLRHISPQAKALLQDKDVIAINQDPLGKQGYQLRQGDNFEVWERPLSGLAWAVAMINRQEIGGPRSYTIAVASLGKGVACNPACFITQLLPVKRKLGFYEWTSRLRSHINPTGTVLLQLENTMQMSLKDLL
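Fluorogenic readout (Ex 365/Em 440 nm) of 4-methylumbelliferone released from 1 mM 4-MU-alpha-galactoside by spleen homogenate, 40 min at 37C, pH 5.0. Data normalized to no-enzyme and enzyme controls; Hill-equation AC50 from compound titrations.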
Luc counter – Kinase-Glo luciferase inhibition (counter-screen) | Q27757 | Kinase-Glo luciferase, ATP luminescence, 8 min | Potency, µM (series often up to 38.3 µM), for the others: top-dose activity change, negative = inhibition, actives largely listed as inhibitors | actives 0.28% (n = 200,000); also: potency is read from the fitted curve at half-maximal effect; % is scaled to controls: 0 for no effect and ±100 for the full control effect; nearly all actives have a fitted effect of over 60% in size
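Light output from Kinase-Glo luciferase with luciferin and 10 uM ATP in 50 mM imidazole pH 7.2, KCl, MgCl2, Tween 20, BSA; compound pin-delivered, 8-min ambient incubation, then luminescence read.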
Lamin A splicing – LMNA splicing modulation. HeLa LMNA splicing GFP/RFP minigene ratio, 48 h. Potency, µM (highest dose often 46.1 µM), inactives show at the highest dose ratio change, negative = inhibition, hits mostly inhibitors. actives 0.01% (n = 200,000); active = well fitted inhibition curve with a large enough effect in the signal ratio, with a control signal flat, not every such curve was filed as active; inconclusive = small, poorly fitted or top-dose-only effect, or effect the other way, or a change in a side signal; the % refers to the signal ratio; also: potency is read from the fitted curve at half-maximal effect; % is scaled to controls: 0 for no effect and ±100 for the full control effect
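Read-out is the ratio of GFP to DsRed2 object intensity, acquired by 488 nm laser-scanning cytometry on HeLa lamin A-EGFP minigene reporter cells. Compound incubation 48 hrs at 37 °C in Opti-MEM with 2% FBS; DMSO 0.5% final.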
IMPase Li inh – cell-permeable IMPase inhibitors with lithium potentiation; Potency, µM (titrated, usually from 59.4 µM), for the others: top-dose activity, negative = IMPase inhibition, usual class: inhibitors; CHO-M1 cells, IP1 TR-FRET (IP-One), carbachol + lithium; actives 0.35% (n = 210,000);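 also: IP1 builds up when IMPase is blocked and the TR-FRET signal falls; potency is read from the fitted curve at half-maximal effect; plate controls were basal vehicle for no effect and high inhibitor control for full effect; nearly all actives have a fitted effect of over 50% in size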
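IP1 accumulation measured by competitive TR-FRET in lysed CHO-M1 cells after 30 min compound exposure at 37C, with a small lithium addition to potentiate weak responses. Hill-equation AC50 from ratio and donor-channel data.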
Epigenetic derep – epigenetic control regulation, reporter derepression; Potency, µM (highest dose often 53.9 µM), for the others: at the highest dose GFP activation, hits mostly activators; murine LDR cells, GFP reporter derepression, 30 h; actives 0.2% (n = 280,000); also: potency is read from the fitted curve at half-maximal effect; % of control where 0% means no effect; nearly all actives have a fitted effect of over 60% in size
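Murine LDR cells carrying a silenced, genomically integrated CMV-driven GFP reporter were exposed to compound for 30 hours at 37 C. After PBS washes, GFP-positive cells (20–120 um objects) were counted by laser-scanning microplate cytometry.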
CBFb-RUNX1 inh – inhibitors of human CBF-beta and RUNX1 interaction. 230,000 tested, under 10 active. Q01196+Q13951. AlphaScreen CBFb-His/RUNX1-biotin binding, biochemical. AID 1477. Potency, µM (titrated, usually from 59.8 µM), for inactives: at the top dose activity, negative = inhibition, most hits filed as inhibitors; also: % of control where 0% means no effect
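AlphaScreen proximity signal reports loss of binding between His-tagged CBF-beta and biotin-labelled RUNX1, each at 30 nM. Proteins are pre-associated for 20 minutes, compounds added for 15 minutes, then beads for 90 minutes, all at ambient temperature.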
* marks the source's active call; other numbers are inactive results; ? = inconclusive; . = no result given; [ ] = dose if it differs, or a comment. Unless noted, calls follow the shape of the dose curve; as a rule, active = well fitted curve in the direction sought with a large enough effect; inconclusive = small, poorly fitted or top-dose-only effect, or another doubt; inactive = no such curve, though single readings can be large; an effect the other way counts as inactive or inconclusive.

SMILES	NPSR antagonist	aGal spleen mod	Luc counter	Lamin A splicing	IMPase Li inh	Epigenetic derep	CBFb-RUNX1 inh
CCOC(=O)c1sc2ncn(/N=C/c3ccc(O)cc3)c(=O)c2c1C	-29%	-3%	2%	-28%[46 µM]	13%	-3.6%	5%
Cc1nnc(SCC(=O)N(C)C2CCCCC2)s1	-16%	1%	-7%	12%[46 µM]	4%	9.5%	2%
O=S(=O)(c1cccs1)N1CN(Cc2ccccc2)c2nc3ccccc3nc21	?	11%	-4%	-5%	18%[38.3 µM]	-1.0%	-1%
NNC(=S)Nc1cccc(Cl)c1	15%	0%	.	.	.	1.0%	1%
CCCC[C@@H]1C[C@H]1C(NC(=O)c1ccco1)c1ccc(-c2ccccc2)cc1 (some centres undefined)	.	4%	-2%	.	-5%	-0.2%	10%
CC(C)OCC(O)CCc1n[nH]c(=S)n1-c1ccccc1 (centres undefined)	19%	-5%	-1%	-6%	-13%	4.0%	1%
CCC(C(=O)NC(C)(C)C)N(Cc1cccs1)C(=O)CNS(=O)(=O)c1ccccc1 (centres undefined)	-1%	5%	.	.	.	-1.8%	6%
O=C(O)c1csc(N/N=C/c2ccc(Br)cc2)n1	13%	1%	4%	.	-2%	3.4%	6%
O=c1[nH]c(CN2CCCCC2)nc2ccccc12	0%[46.1 µM]	5%	-2%	6%	-15%[38.3 µM]	-1.2%	1%
CCOC(=O)C1CCCN(C(=O)CC(c2ccccc2)c2ccccc2)C1 (centres undefined)	-19%[46.1 µM]	1%	1%	-13%	6%	-0.8%	0%
Cc1cc(NC(=NC2CC2)c2ccccc2F)n(-c2ccccc2)n1	-5%	2%	.	.	-11%	-0.2%	-2%
O=C(Oc1ccc2ccccc2c1)c1ccco1	10%[46.1 µM]	8%	-9%	4%	-3%[38.3 µM]	0.9%	13%
C/C(=N\NC(=O)CC(C)C)c1c(C(F)(F)F)[nH]n(-c2nc3ccccc3s2)c1=O	-2%	3%	.	.	.	0.5%	2%
Cc1ccc(NC(=O)CSc2ccccn2)cc1S(=O)(=O)N1CCOCC1	-15%	-1%	-1%	.	9%	2.1%	3%
O=C(O)CCCNS(=O)(=O)c1ccccc1	0%[46.1 µM]	4%	0%	-1%	2%	-1.0%	5%
COc1ccc(-c2nnc(SCC(=O)N3c4ccccc4Sc4ccccc43)o2)cc1	-17%[46.1 µM]	-2%	1%	-4%	12%	0.0%	-5%
Cc1sc(NC(=S)Nc2ccc(F)cc2)c(C(N)=O)c1C	28%	1%	3%	11%[46 µM]	1%	-1.0%	7%
O=C(COc1cccnc1[N+](=O)[O-])Nc1cc(S(=O)(=O)N2CCCCC2)ccc1Cl	7%	0%	.	.	.	3.0%	16%
O=S1(=O)CCC(NC(=S)NCCNC(=S)NC2CCS(=O)(=O)C2)C1 (centres undefined)	29%	6%	0%	-12%	-5%	-1.0%	0%
O=C(NCc1ccccn1)C1CCCN(S(=O)(=O)c2ccc(Br)cc2)C1 (centres undefined)	-2%[46.1 µM]	3%	0%	8%	10%[38.3 µM]	-2.5%	6%
O=C(NCCCn1ccnc1)c1cc([N+](=O)[O-])cc([N+](=O)[O-])c1	9%	-18%	-1%	-3%	1%	1.0%	-5%

A second format for part of the listing above.
SMILES,NPSR antagonist,aGal spleen mod,Luc counter,Lamin A splicing,IMPase Li inh,Epigenetic derep,CBFb-RUNX1 inh
CCOC(=O)c1sc2ncn(/N=C/c3ccc(O)cc3)c(=O)c2c1C,-29%,-3%,2%,-28%[46 µM],13%,-3.6%,5%
Cc1nnc(SCC(=O)N(C)C2CCCCC2)s1,-16%,1%,-7%,12%[46 µM],4%,9.5%,2%
O=S(=O)(c1cccs1)N1CN(Cc2ccccc2)c2nc3ccccc3nc21,?,11%,-4%,-5%,18%[38.3 µM],-1.0%,-1%
NNC(=S)Nc1cccc(Cl)c1,15%,0%,.,.,.,1.0%,1%
CCCC[C@@H]1C[C@H]1C(NC(=O)c1ccco1)c1ccc(-c2ccccc2)cc1 (some centres undefined),.,4%,-2%,.,-5%,-0.2%,10%
CC(C)OCC(O)CCc1n[nH]c(=S)n1-c1ccccc1 (centres undefined),19%,-5%,-1%,-6%,-13%,4.0%,1%
CCC(C(=O)NC(C)(C)C)N(Cc1cccs1)C(=O)CNS(=O)(=O)c1ccccc1 (centres undefined),-1%,5%,.,.,.,-1.8%,6%
O=C(O)c1csc(N/N=C/c2ccc(Br)cc2)n1,13%,1%,4%,.,-2%,3.4%,6%
O=c1[nH]c(CN2CCCCC2)nc2ccccc12,0%[46.1 µM],5%,-2%,6%,-15%[38.3 µM],-1.2%,1%
CCOC(=O)C1CCCN(C(=O)CC(c2ccccc2)c2ccccc2)C1 (centres undefined),-19%[46.1 µM],1%,1%,-13%,6%,-0.8%,0%
Cc1cc(NC(=NC2CC2)c2ccccc2F)n(-c2ccccc2)n1,-5%,2%,.,.,-11%,-0.2%,-2%
O=C(Oc1ccc2ccccc2c1)c1ccco1,10%[46.1 µM],8%,-9%,4%,-3%[38.3 µM],0.9%,13%
C/C(=N\NC(=O)CC(C)C)c1c(C(F)(F)F)[nH]n(-c2nc3ccccc3s2)c1=O,-2%,3%,.,.,.,0.5%,2%

Whole records, quoted from the list. Order of screens: NPSR antagonist	aGal spleen mod	Luc counter	Lamin A splicing	IMPase Li inh	Epigenetic derep	CBFb-RUNX1 inh
COc1ccc(-c2nnc(SCC(=O)N3c4ccccc4Sc4ccccc43)o2)cc1 across the screens: -17%[46.1 µM]	-2%	1%	-4%	12%	0.0%	-5%
O=C(COc1cccnc1[N+](=O)[O-])Nc1cc(S(=O)(=O)N2CCCCC2)ccc1Cl across the screens: 7%	0%	.	.	.	3.0%	16%

These rows are one share of the data; count on the stated rates, not on these rows.
